IkB sig inh: suppresses IkB signaling in ABC-DLBCL reporter cells; ABC-DLBCL IkBa-CBG/CBR dual luciferase ratio, 4 h; response scale: scaled: untreated 0%, proteasome inhibitor 100%; Potency, µM (series often up to 57.1 µM), inactives show top-dose IkBa stabilization activation; 110,000 tested, 0.04% active; active means well fitted curve in the direction sought with a large enough effect in the signal ratio, not every such curve was filed as active; inconclusive means small, poorly fitted or top-dose-only effect, or a change in a side signal; the % refers to the signal ratio;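 further: the direction sought is a rising ratio; 0% = basal untreated cells and 100% = reference inhibitor full response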
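In this assay, an IκBα–CBG68 fusion accumulates when IKK-driven degradation is blocked; native CBR normalizes for cell number. OCI-Ly3 cells were treated 4 h with compound and doxycycline, then green and red light read after Chroma-Glo addition.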
p53ts 39C tox: cytotoxicity in p53ts cells at nonpermissive temperature | H1299-p53A138V viability at 39C, ATP luminescence, 24 h | Potency, µM (doses to about 46.1 µM), for inactives: at the highest dose activity change, negative = cell killing, most hits filed as cytotoxic | 130,000 tested, 1.5% active | AID 902; further: nearly all actives have a fitted effect of over 55% in size
p53ts 32C kill: p53ts cell cytotoxicity, permissive temperature; Potency, µM (top dose mostly 46.1 µM), for the others: at the top dose activity change, negative = cytotoxicity, most hits filed as cytotoxic; H1299-p53A138V at 32C, ATP luminescence viability, 24 h; 130,000 tested, 0.93% active;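 further: 0% = DMSO and -100% = full killing by reference compound; nearly all actives have a fitted effect of over 55% in size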
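Viability by ATPlite luminescence after 24 h compound treatment (up to 46 uM) at the permissive 32C. Cells are H1299 carrying p53 A138V. Scale runs from DMSO basal to 100 uM tamoxifen as full kill; AC50 from Hill fits.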
Peg3 imprint: induces erasure of genomic imprints in mouse ES cells | mouse ES Peg3-LacZ reporter, beta-gal luminescence, 40 h | Potency, µM (series often up to 60.7 µM), for the others: top-dose activity change, positive = activation, most hits filed as activators | 110,000 tested, 0.02% active;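 further: 0% = negative control wells on the plate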
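Gelatin-coated wells received 300 freshly trypsinized female ES cells with a Peg3LacZ-Neo reporter on the maternal allele, then incubated 40 hours at 37C. BetaGlo was added for 5 minutes at room temperature before a single luminescence read.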
* marks the source's active call; other numbers are inactive results; ? = inconclusive; / = no result given; & = joins results of further samples; [ ] = remark or other dose. Unless noted, the call rests on the fitted dose curve; in most records, active means well fitted curve in the direction sought with a large enough effect; inconclusive means small, poorly fitted or top-dose-only effect, or another doubt; inactive means no such curve, though single readings can be large; an effect the other way counts as inactive or inconclusive. Unless noted, on the % scale 0 is the no-effect control and ±100 the full control effect; potency means the concentration at half of the fitted maximal effect.

SMILES | IkB sig inh | p53ts 39C tox | p53ts 32C kill | Peg3 imprint
O=S(=O)(c1ccc(F)cc1)c1nc(-c2ccc(F)cc2)oc1NCCN1CCOCC1 | 1.3% | 9% | -2% | 3%
COc1cccc(CN2C(=O)c3ccccc3Sc3ccc(C(=O)NCc4ccccc4)cc32)c1 | 0.6% | 19% | -1% | -6%[10.9 µM]
N[C@@H](Cc1ncccn1)C(=O)O | -0.6%[11.4 µM] | 6%[9.22 µM] | -2%[9.22 µM] | 2%[10.9 µM]
COCCNc1cc(C)nc2c3c(C)cc(C)nc3nn12 | -0.3% | 4% | 4% | -16%
C[C@@]12C[C@H](O)[C@@H]3[C@H](CCC4=CC(=O)CC[C@]43C)[C@H]1CC[C@@H]2c1csc(N)n1 | 1.9%[11.4 µM] | -1%[9.22 µM] | 1%[9.22 µM] | /
Cc1ccc(C)c(NC(=O)C2CCCN2S(=O)(=O)c2ccc3c(c2)CCCC(=O)N3)c1 (configuration not stated) | 0.5% | -8% | 2% | -10%[10.9 µM]
Cc1cc(C)n(Cc2ccc(C(=O)NCc3ccco3)o2)n1 | 0.4% | -1% | 11% | -10%
Cc1cc(C)n(Cc2ccc(C(=O)O)o2)n1 | 0.4% | 1% | 1% | -3%
C=CCc1c(C)nc(SC(C)C)[nH]c1=O | 0.1% | -3% | -5% | -9%
COc1ccc(CNS(=O)(=O)c2csc(C(N)=O)c2)cc1OC | 0.3% | -16% | 4% | -9%[10.9 µM]
Cc1ccc2c(c1)N(CCC(=O)NCc1ccco1)C(=O)CO2 | -0.1% | 0% | 1% | -19%
O=C(CCc1nc(-c2ccccc2F)no1)NCCN1CCOCC1 | 2.6% | -3% | -2% | -15%
CCN1C(=O)[C@H]2[C@H]3[C@H](O)[C@H](O)C/C(=N/O[C@@H]4O[C@@H](COC(C)=O)[C@@H](OC(C)=O)[C@@H](OC(C)=O)[C@H]4OC(C)=O)[C@@H]3CC[C@@H]2C1=O | / | 7%[9.22 µM] | 25%[9.22 µM] | /
CC(=O)c1c(C)cc(C)c(CSc2nnc(-c3ccco3)o2)c1C | -2.2% | 5% | -2% | -23%
O=C(CSc1ncccn1)N1CCN(Cc2ccccc2)CC1 | / | 4% | 0% | /
O=C(CN1CCN(Cc2ccccc2)CC1)NC(=O)NCc1ccco1 | 1.5% | -3% | 3% | -4%
CN1CCN(C=NC2=NN(c3cccc(C(F)(F)F)c3)CC2)CC1 | / | -3% | 21% | /
CCCn1c(SCC(O)c2ccccc2)nc2ccccc21 (configuration not stated) | ? | -11% | 1% | -5%[10.9 µM]
COc1ccc(-c2cc(=O)c3c(O)c(OC)c(O[C@@H]4OC(COC5OC(C)C(O)C(O)[C@@H]5O)C(O)C(O)C4O)cc3o2)cc1 (some centres not stated) | / | 3% | 1% | -9%
N=c1n(CC(=O)c2ccc([N+](=O)[O-])cc2)c2ccccc2n1Cc1ccccc1 | / | -10% | 1% | /

Retrieved one by one from above, five records:
SMILES | IkB sig inh | p53ts 39C tox | p53ts 32C kill | Peg3 imprint
COCCNc1cc(C)nc2c3c(C)cc(C)nc3nn12 | -0.3% | 4% | 4% | -16%
O=C(CSc1ncccn1)N1CCN(Cc2ccccc2)CC1 | / | 4% | 0% | /
Cc1ccc2c(c1)N(CCC(=O)NCc1ccco1)C(=O)CO2 | -0.1% | 0% | 1% | -19%
O=S(=O)(c1ccc(F)cc1)c1nc(-c2ccc(F)cc2)oc1NCCN1CCOCC1 | 1.3% | 9% | -2% | 3%
CCN1C(=O)[C@H]2[C@H]3[C@H](O)[C@H](O)C/C(=N/O[C@@H]4O[C@@H](COC(C)=O)[C@@H](OC(C)=O)[C@@H](OC(C)=O)[C@H]4OC(C)=O)[C@@H]3CC[C@@H]2C1=O | / | 7%[9.22 µM] | 25%[9.22 µM] | /

The results go on.
SMILES | IkB sig inh | p53ts 39C tox | p53ts 32C kill | Peg3 imprint
CCc1cc(=O)oc2cc3oc(C)c(C)c3cc12 | -2.0% | -21% | -19% | -18%
CCn1c(=O)c(C(=O)CN2CCc3ccccc32)c(N)n(Cc2ccccc2)c1=O | / | -10% | 10% | /
CCC(=O)Nc1cccc(-n2nnnc2SCC(=O)NCc2ccco2)c1 | 1.1% | 11% | 3% | -17%
COc1cccc(Cn2c(NCc3ccc(C)cc3)nc3c2c(=O)n(C)c(=O)n3C)c1 | ? | -7% | -1% | -15%[10.9 µM]
Cc1cc(C(=O)NC2=NCCS2)cs1 | -2.1% | ? | ? | -60%[inhibitor]
CCCCn1c(O)c(C(CC)=Nc2ccc3c(c2)CCC3)c(=O)[nH]c1=O | 5.5% | 4% | -7% | -7%
CCOC(=O)c1c(-c2ccc(C)o2)csc1NC(=O)CSc1nncs1 | ? | -15% | 9% | -24%
CCc1cccc(C)c1NC(=O)CN1C(=O)C2(SCC(=O)N2c2cc(C)cc(C)c2)c2ccccc21 (configuration not stated) | ? | 8% | 14% | 6%[10.9 µM]
N[C@H](C(=O)O)c1nn[nH]n1 | 0.0% | 1% | 6% | 1%
Cc1c(NC(=O)NC(C)N2C(=O)C3C4C=CC(C4)C3C2=O)c(=O)n(-c2ccccc2)n1C (configuration not stated) | 1.1% | 1% | 3% | 4%
O=C(Nc1ncc(Cc2ccccc2Cl)s1)C1=NCCN1 | / | -12% | -20% | /
O=C(O)C1CCCCC1C(=O)NCCc1ccncc1 (configuration not stated) | 1.0% | 11% | 7% | -2%
COC(=O)C(O)(CC(=O)Nc1cc(OC)c(OC)c(OC)c1)C(F)(F)F (configuration not stated) | / | 12% | 4% | /
Cc1nc2sc(C(c3ccco3)N3CCOCC3)c(O)n2n1 (configuration not stated) | / | 12% | -16% | /
CCc1ccc(-c2cc(C)no2)cc1S(=O)(=O)Nc1ccc(Cl)cn1 | ? | -7% | 0% | -6%[10.9 µM]
CCOc1ccc(NC(=O)Cn2c(=O)n(CCCS(=O)(=O)C3CCCCC3)c(=O)c3ccccc32)cc1 | ? | -4% | -3% | -9%[10.9 µM]
Cc1nc(NCc2ccccc2)c2nc(-c3ccccc3)n(C3CCN(Cc4ccccc4)C3)c2n1 (configuration not stated) | / | -11% | -13% | -23%
COc1cccc(N2CCN(C(=O)C3CCN(S(=O)(=O)c4c(C)noc4/C=C/c4ccccc4F)CC3)CC2)c1 | -0.6% | -15% | -7% | -14%[10.9 µM]
COc1ccc(N=C2SC(CC(=O)Nc3ccccc3)C(=O)N2CC2CCCO2)cc1 (configuration not stated) | 1.2% | -17% | 1% | -5%
CCCC(=O)Nc1nnc(S(=O)(=O)N2CCCCCC2)s1 | -5.8% | -17% | -20% | -20%[10.9 µM]
CSCCC(NC(=O)c1ccco1)C(=O)O (configuration not stated) | 0.2% | -2% | 2% | -1%
Cn1c(C(=O)Nc2ccc3c(c2)OCCO3)cc2c(=O)n(C)c3ccccc3c21 | 8.8% | -10% | -7% | -19%
Cc1ccc(NC(=O)CN2CCCCCC2)c(Br)c1 | 7.1% | -17% | -16% | -23%
O=C(O)CCn1cnc2onc(-c3ccccc3Cl)c2c1=O | -0.3% | 6% | 3% | -12%[10.9 µM]
COc1ccc(CC(=O)Nc2nc(C)cs2)cc1OC | -0.7% | -24% | 2% | -16%
COc1cc2c(=O)c(S(=O)(=O)c3ccc(F)cc3)cn(Cc3ccccc3C)c2cc1OC | ? | -8% | 12% | -7%[10.9 µM]
Cc1ccccc1Nc1c(-c2ccc(O)cc2)nc2c(C)cccn12 | ? | -21% | -19% | -6%[10.9 µM]
CCCCc1nccn1CCn1ccnc1CCCC | -2.1% | -10% | 0% | -12%
C/C(CCC(=O)OC[C@@H]1O[C@H](C#Cc2ccccc2)C=C[C@@H]1Oc1ccc(C)cc1)=N/O[C@@H](C)c1cn([C@H]2COC[C@H]2O)nn1 | / | 0%[9.22 µM] | 1%[9.22 µM] | /
Cc1ccc(Cl)cc1NC(=O)C1CCN(c2nnc(C)c3c(C)n(-c4ccccc4)nc23)CC1 | ? | 0% | -11% | 14%[10.9 µM]
CCOc1ccc(NC(=O)Cc2c[nH]c3ccccc23)cc1 | ? | 6% | -5% | -24%[10.9 µM]
COc1ccc(-c2ccc(=O)n(CC(=O)Nc3ccc(OC)c(OC)c3)n2)cc1 | ? | -13% | -5% | -18%[10.9 µM]
O=C(O)c1cc(NC2(c3ccccc3)C(=O)c3ccccc3C2=O)ccc1Cl | -0.3% | -10% | -7% | -7%[10.9 µM]
COc1ccc(NC(=O)CN2CCN(c3ccc(F)cc3)CC2)cc1Cl | -0.2% | -3% | 2% | -2%
COc1ccccc1NC(=O)CCn1cnc2ccccc2c1=O | 3.5% | -21% | 7% | ?
Cn1c(SCC(=O)Nc2ccc3c(c2)OCO3)nnc1-c1cnccn1 | -1.3% | 13% | 7% | 10%
CCC(C)OC(=O)C1=C(C)O[C@]23OC(N)=C(C#N)[C@]12C(=O)c1ccccc13 (some centres not stated) | / | -11% | -4% | /
CC(=O)N1CCN(Cc2nc3cc(NS(C)(=O)=O)ccc3n2C)CC1 | -5.0% | -4% | 2% | -1%
CCOC(=O)N1N=C(CC)CC1(O)C(F)(F)F (configuration not stated) | / | 22% | 3% | /
COC(=O)[C@@H](NC(=O)NCc1cccc(OC)c1)C(C)C | -1.8% | -3% | -1% | -6%
Cc1cccc(C(=O)Nc2nc(-c3nnn(-c4cc(C)ccc4C)c3C)ns2)c1 | ? | -23% | 2% | 12%[10.9 µM]
Cc1cc(=O)[nH]c(SCCOc2ccc(OC(C)C)cc2)n1 | -2.4% | ? | ? | -91%[inhibitor]
O=C(COc1ccccc1F)OCc1cc(=O)n2nc(C3CCCCC3)sc2n1 | 2.2% | 0% | 3% | -10%[10.9 µM]
Cc1ccccc1CN1CCCN(CC(=O)Nc2ccc(F)cc2)S1(=O)=O | ? | -26% | -13% | -11%[10.9 µM]
CC(=O)Nc1ccc(S(=O)(=O)n2nc(-c3ccc(C)cc3)nc2N)cc1 | 1.3% | 2% | -6% | -15%
O=c1c2c3c(sc2nc2n1CCC2)CCC3 | -2.5% | 1% | 4% | -6%
O=C(O)CCCNS(=O)(=O)c1ccccc1 | / | 6% | -10% | /
COC(=O)c1cc2oc3ccccc3c2n1CC(=O)Nc1ccc(OC)c(OC)c1 | -2.1% | 6% | 14% | -6%[10.9 µM]
CCOC(=O)C1CCN(c2c(NCCN3CCCCC3C)c(=O)c2=O)CC1 (configuration not stated) | 2.1% | 1% | -2% | -6%
CCOCCc1nn2c(=O)cc(COC(=O)c3cccc(C)c3)nc2s1 | 1.0% | -14% | 0% | 12%[10.9 µM]
COc1ccc(CNc2ccc(S(N)(=O)=O)cc2)c(OC)c1OC | 3.3% | 0% | 7% | -11%
CC(C)NS(=O)(=O)c1ccc(CCC(=O)O)cc1 | 0.0% | -3% | 2% | 20%
CN1CCN(C(=O)c2ccc(N(Cc3ccc(Cl)cc3)S(C)(=O)=O)cc2)CC1 | 1.0% | -6% | -2% | /
CCCn1c(N)c(C(=O)CSc2nc3ccccc3n2CCC#N)c(=O)n(C)c1=O | 0.0% | -11% | -17% | -12%
CCOC(=O)CSc1nc2cc3c(cc2c(=O)n1CCCCCC(=O)NCc1ccc2c(c1)OCO2)OCO3 | -1.8% | -12% | 12% | 7%[10.9 µM]
CCOc1ccccc1NC(=O)Cc1coc2c(C)c(C)ccc12 | ? | -4% | -13% | -10%[10.9 µM]
COc1cc(NC(=O)Cn2c(=O)n(-c3ccccc3)c(=O)c3c4c(sc32)CCCC4)cc(OC)c1 | 5.3% | 6% | 15% | 6%[10.9 µM]
COC(=O)C1=C(C)N(Cc2ccccc2)[C@]23O[C@](C(=O)OC)(C(=O)N2C1c1ccccc1)C1CCCC(=O)C13 (some centres not stated) | / | -7%&-1%[9.22 µM] | -2%&4%[9.22 µM] | /
O=C(c1ccccc1F)N1CCN(S(=O)(=O)c2ccc3c(c2)OCCO3)CC1 | -3.3% | 2% | -7% | -18%
O=S(=O)(NC1CC1)c1ccc(S(=O)(=O)N2CCCC(c3nc(-c4cccnc4)no3)C2)cc1 (configuration not stated) | 4.0% | 1% | ? | /
CCOc1ccc(OCC)c(NC(=O)CN(C)S(=O)(=O)c2ccc3c(c2)CCCC(=O)N3)c1 | 0.3% | -10% | 0% | 0%[10.9 µM]
O=C(O)c1cc(Cl)c2ccccc2c1O | ? | 20% | 17% | -9%

Source: PubChem BioAssay

The order is random (roughly 1.7% active in at least one column).
